Screens: PubChem, Sanford-Burnham Center for Chemical Genomics
Jurkat NFkB inh = inhibitors of induced NF-kB luciferase reporter, primary screen, TCR NF-kB activation inhibitor project, cell-based, luminescence, uHTS. Jurkat, PMA/ionomycin-induced NF-kB luciferase reporter. inhibition, % at 4 µM. hit rate 0.53% among 330,000; in the data active = inhibition above about 50%
TIM10 inh = growth inhibitors of isogenic TIM10 control yeast, primary screen, counter-screen for tim10-1 yeast inhibitor project, luminescence, uHTS; S. cerevisiae TIM10 strain growth, BacTiter-Glo luminescence, 24 h; inhibition, % at 10 µM; hit rate 1.4% among 330,000;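 active = inhibition of 40% or more at the single tested concentration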;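 also: wild-type TIM10 isogenic control strain grown at permissive 25 °C; 0% = DMSO yeast wells and 100% = minimal medium wells without yeast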
697 NFkB inh = inhibitors of PMA/ionomycin-induced NF-kB reporter, 697 cells, primary screen, B-cell NF-kB inhibitor project, cell-based, luminescence, uHTS; inhibition, % at 4 µM; AID 435022, 2010; hit rate 0.33% among 330,000; 697 B-cell NF-kB luciferase reporter, 16 h; in the data active = inhibition above about 35%
tim23-1 inh = growth inhibitors of tim23-1 mutant yeast, primary screen, luminescence, uHTS. hit rate 1.3% among 330,000. inhibition, % at 20 µM. S. cerevisiae tim23-1 growth, BacTiter-Glo luminescence, 24 h;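 active = growth inhibition of the mutant yeast at or above 50%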;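 also: temperature-sensitive mutant grown at 25 °C; plate controls were DMSO-treated mutant yeast for no effect and medium wells lacking yeast for full effect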
XBP1 UPR activ = activators of adaptive XBP1 UPR arm, primary screen, cell-based, CHO-XBP1 luciferase reporter, luminescence, uHTS. IRE1-XBP1 UPR activation; percent of tunicamycin response, DMSO as zero. activation, % at 20 µM. hit rate 0.33% among 330,000;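 active = versus positive control, 20 µM dose yields 30% or more activation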;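 also: 100% = tunicamycin at 10 µg/mL and 0% = DMSO only wells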
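incubation = overnight seeding at 37 °C, 6 h compound treatment at 37 °C | assay system = CHO-XBP1 cells stably carrying IRE1-XBP1-driven luciferase reporter | input = 1000 cells per well | detection = luciferase luminescence | dosing = single point, 20 µM final compound, 1% DMSO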
UPR CHOP act = activators of apoptotic CHOP UPR arm, primary screen, cell-based, CHO-CHOP luciferase reporter, luminescence, uHTS; UPR activation; percent of tunicamycin response over DMSO baseline; activation, % at 10 µM; hit rate 0.34% among 330,000; AID 449763, 2010;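 active = at 10 µM dose, activation of 40% or more, normalized to positive control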;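 also: 100% = tunicamycin at 10 µg/mL and 0% = DMSO alone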
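Assay system: CHO-CHOP cells, stable luciferase reporter of PERK-eIF2a-CHOP signalling / Buffer or medium: F12 plus 10% serum / Compound dosing: one dose, 10 µM in 0.5% DMSO / Times: 6 h compound treatment, 37 °C / Technique: luciferase luminescence / Read-out: % reporter activation, DMSO baseline versus tunicamycin full activation / Benchmarks: tunicamycin and DMSO controls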
tim10-1 inh = growth inhibitors of tim10-1 mutant yeast, primary screen, luminescence, uHTS; S. cerevisiae tim10-1 ts strain growth, BacTiter-Glo, 24 h; inhibition, % at 20 µM; hit rate 2.2% among 330,000; AID 463190, 2010;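 active = inhibition of at least 40%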;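 also: mutant grown at 25 °C; 0% = DMSO wells with yeast and 100% = wells holding no yeast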
Mdm2-MdmX inh = inhibitors of human Mdm2-MdmX association, primary screen, cell-based, luminescence, split luciferase, SaOS-2, uHTS; Protein Mdm4 (Homo sapiens) + E3 ubiquitin-protein ligase Mdm2 (Homo sapiens), …; SaOS-2 split-luciferase Mdm2/MdmX complementation; inhibition, % at 8 µM; hit rate 3% among 330,000;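 active = inhibition of at least 50% at 8 µM in the primary screen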
Target sequence (O15151 whole entry, looked up): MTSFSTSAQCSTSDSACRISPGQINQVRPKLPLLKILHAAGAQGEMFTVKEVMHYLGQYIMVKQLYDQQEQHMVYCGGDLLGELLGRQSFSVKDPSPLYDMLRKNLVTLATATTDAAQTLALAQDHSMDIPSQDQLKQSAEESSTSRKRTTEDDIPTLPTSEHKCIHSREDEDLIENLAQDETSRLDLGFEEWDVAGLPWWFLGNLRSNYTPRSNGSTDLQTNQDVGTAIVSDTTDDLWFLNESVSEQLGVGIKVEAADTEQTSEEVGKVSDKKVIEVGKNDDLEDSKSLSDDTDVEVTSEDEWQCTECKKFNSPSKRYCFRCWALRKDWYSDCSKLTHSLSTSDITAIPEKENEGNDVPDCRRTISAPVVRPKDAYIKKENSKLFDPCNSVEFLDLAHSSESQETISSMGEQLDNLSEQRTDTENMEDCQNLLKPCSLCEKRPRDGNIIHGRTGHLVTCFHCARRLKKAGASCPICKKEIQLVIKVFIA
Target sequence (Q00987 whole entry, looked up): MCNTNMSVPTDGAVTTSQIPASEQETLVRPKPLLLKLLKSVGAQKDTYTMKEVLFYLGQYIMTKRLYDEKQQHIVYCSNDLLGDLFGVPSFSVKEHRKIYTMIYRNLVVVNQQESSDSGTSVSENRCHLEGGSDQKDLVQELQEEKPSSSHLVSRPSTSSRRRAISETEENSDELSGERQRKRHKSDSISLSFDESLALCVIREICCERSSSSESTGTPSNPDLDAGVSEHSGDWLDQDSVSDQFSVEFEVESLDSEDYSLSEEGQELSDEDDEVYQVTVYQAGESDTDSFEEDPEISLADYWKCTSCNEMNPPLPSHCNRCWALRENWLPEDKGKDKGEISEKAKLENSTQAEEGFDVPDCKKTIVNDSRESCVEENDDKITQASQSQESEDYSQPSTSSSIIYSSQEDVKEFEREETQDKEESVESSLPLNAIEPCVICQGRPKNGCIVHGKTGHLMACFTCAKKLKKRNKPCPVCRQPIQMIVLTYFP
* marks the source's active call; other numbers are inactive results; nt = not tested or not shown. Not a hit list; overall some 6.6% were active at least once.

SMILES | Jurkat NFkB inh | TIM10 inh | 697 NFkB inh | tim23-1 inh | XBP1 UPR activ | UPR CHOP act | tim10-1 inh | Mdm2-MdmX inh
CCOC(=O)N1CCN(C(=O)Cn2nc(-c3ccc(Cl)cc3)ccc2=O)CC1 | 12 | 7 | -33 | 18 | -1 | 5.1 | 22 | -31
CCc1cc2c(=O)n(-c3ccccc3)c(SCC(=O)O)nc2s1 | -75 | 4 | -104 | 6 | 0 | 0.2 | 6 | 0
NC(=O)c1c(NC(=O)C2CCCO2)sc2c1CCC2 (stereo not drawn) | -1 | -6 | 21 | 2 | 0 | 3.4 | 13 | 4
COC(=O)[C@H](Cc1ccccc1)NC(=O)Cn1cnc2c(NCc3ccccc3)ncnc21 | nt | -12 | 8 | 16 | -2 | 0.9 | 6 | 26
CSCCC(NC(=O)c1cc(C)oc1C)C(=O)O (stereo not drawn) | 8 | -2 | -4 | -14 | 1 | -1.4 | 10 | 7
CC(C)/C=C1\CCCCC1N(C)C(=O)NC(C)C (stereo not drawn) | 2 | 11 | 27 | 7 | -5 | -3.4 | 12 | 44
O=C(NCc1cccnc1)C1CC(c2ccc(F)cc2)=NO1 (stereo not drawn) | 2 | -6 | -4 | 4 | 3 | -0.7 | 1 | -11
CCSCc1nnc(SCC(=O)Nc2cccc(C(C)=O)c2)n1C | -4 | 10 | -8 | 5 | -1 | 1.4 | 12 | -10
CCOC(=O)c1ccc(NC(=O)NCc2ccncc2)cc1 | -18 | -18 | -30 | -7 | 2 | -1.3 | 3 | -14
COc1ccc(OCc2cc(C(=O)NC3CCOC(C)(C)C3)no2)c2ccccc12 (stereo not drawn) | -114 | 9 | -122 | 19 | 0 | 2.6 | 18 | -34
Cc1nn(C)cc1/C=N/NC(=O)CSc1ccccn1 | -2 | 11 | -12 | 5 | 2 | 0.5 | 15 | 1
COc1c(OC)c(O)c2c(=O)c(O)c(-c3ccccc3)oc2c1OC | -4 | -12 | 15 | 29 | 5 | 4.2 | -12 | 81*
O=C(NCCS(=O)(=O)c1ccc(Br)cc1)c1ccc(F)cc1 | -1 | -27 | -4 | -2 | -4 | 2.5 | -11 | 11
CC1=CC(C)(C)n2c(O)c(N=NC(N)=S)c3c(C)ccc1c32 | 5 | 16 | -4 | 22 | 3 | 3.9 | 24 | 34
O=C(CSc1nc2c(c(=O)[nH]1)CCC2)Nc1ccccc1Cl | 8 | -11 | 21 | -7 | -2 | 1.4 | 4 | -8
CCn1cc(/C=C/C(=O)c2ccc(O)cc2)c(C)n1 | -18 | 22 | -28 | 17 | -2 | 6.1 | 13 | -22
O=c1c2ccccc2c(/C=N/c2nnc(Cc3ccccc3)s2)c(O)n1-c1ccc(Cl)cn1 | 3 | 18 | 7 | 23 | 0 | 5.4 | 17 | -8
O=C(CC(C(=O)O)P(=O)(c1ccccc1)c1ccccc1)c1ccc(Br)cc1 (stereo not drawn) | 2 | 16 | 2 | 20 | -2 | -2.5 | 12 | -2
N/C(=N\OC(=O)CCc1ccccc1)c1cccc(Br)c1 | -14 | 63* | 6 | 81* | -2 | 0.3 | 70* | 14
O=C(CN(Cc1ccccc1)S(=O)(=O)c1ccc2c(c1)OCCO2)Nc1ccc2c(c1)OCCO2 | -7 | 17 | -13 | 25 | -3 | 3.2 | 29 | -18

Of the compounds above, these contain fluorine.
SMILES | Jurkat NFkB inh | TIM10 inh | 697 NFkB inh | tim23-1 inh | XBP1 UPR activ | UPR CHOP act | tim10-1 inh | Mdm2-MdmX inh
O=C(NCc1cccnc1)C1CC(c2ccc(F)cc2)=NO1 (stereo not drawn) | 2 | -6 | -4 | 4 | 3 | -0.7 | 1 | -11
O=C(NCCS(=O)(=O)c1ccc(Br)cc1)c1ccc(F)cc1 | -1 | -27 | -4 | -2 | -4 | 2.5 | -11 | 11

Next part:
SMILES | Jurkat NFkB inh | TIM10 inh | 697 NFkB inh | tim23-1 inh | XBP1 UPR activ | UPR CHOP act | tim10-1 inh | Mdm2-MdmX inh
O=C1OCCN1C(=O)[C@H]1[C@H](c2ccccc2)C(c2cccc(Cl)c2)=NN1c1ccccc1 | nt | 9 | -24 | 42 | -1 | 0.8 | 20 | 5
CCC1CCCCN1S(=O)(=O)c1ccc([N+](=O)[O-])cc1 (stereo not drawn) | -8 | 10 | -29 | 36 | -3 | 0.8 | 27 | -1
NC(=O)c1ccsc1NC(=O)COC(=O)c1ccc(Cl)nc1 | -7 | -3 | -16 | -8 | 2 | 0.0 | 0 | 5
COc1cc(C)c(N)cc1C(C)C | 5 | 11 | -8 | 4 | 3 | -0.5 | 15 | 20
O=C(O)COc1c(-c2ccco2)oc2ccccc2c1=O | 9 | 14 | 18 | 0 | -2 | 2.0 | -3 | -14
CC(NC(=O)CN(C)Cc1cccc(F)c1)c1ccccc1 (stereo not drawn) | 4 | -10 | 3 | 22 | -2 | -2.2 | 33 | -4
Cc1ccccc1C(=O)N1CCC(C(=O)NN2C(=O)NC3(CCCCC3)C2=O)CC1 | 12 | 7 | 21 | -4 | -1 | -0.7 | -14 | 11
CCCC(=O)Nc1ccccc1NC(=O)c1ccc(OC(C)=O)cc1 | -2 | 2 | 10 | 10 | -3 | -1.0 | 21 | 5
CC(C)C(OC(=O)c1ccco1)C(=O)NC1CCCCC1 (stereo not drawn) | -1 | 7 | 8 | 7 | -1 | -0.1 | 12 | 7
COc1ccc(Nc2nc(-c3sc(NC(C)=O)nc3C)cs2)cc1 | -5 | 19 | 7 | 33 | -6 | 1.7 | -27 | 12
Cc1nc(N(C)C)c2sc(=S)n(Cc3ccccc3)c2n1 | -8 | -22 | 2 | 5 | -2 | -0.8 | 19 | 8
O=C1CSC(=Nc2ccc(Cl)cc2)N1Cc1ccco1 | 1 | 13 | -9 | 21 | -2 | -0.9 | 20 | 6
Clc1ccc(CN2CCN(c3ccccc3)CC2)cn1 | -10 | -10 | -2 | 0 | -1 | -0.2 | 11 | -11
Cc1ccc(CN2CCN(Cc3cnc(C)[nH]3)CC2CCO)cc1 (stereo not drawn) | -9 | -6 | 11 | -2 | -1 | -0.7 | -15 | 9
CCOc1cc(NC(=O)c2ccco2)c(OCC)cc1NC(=O)COc1ccccc1 | -8 | 14 | -15 | -1 | 10 | 25 | 10 | 55*
Cc1ccc(-n2c(C)nnc2SCC(=O)N(C)c2c(N)n(Cc3ccccc3)c(=O)[nH]c2=O)cc1 | -12 | 2 | -12 | -2 | 2 | -3.2 | 0 | -28
CCC(Oc1ccccc1)C(=O)Nc1ccccc1C(=O)N1CCCCC1 (stereo not drawn) | 13 | 11 | 5 | 28 | -5 | 2.0 | 26 | -1
COc1ccc(CCNC(=O)N2c3ccccc3Sc3ccccc32)cc1 | 13 | -6 | -6 | -7 | -1 | -1.1 | 12 | 4
Clc1ccccc1N1CCN(c2ncnc3nc[nH]c23)CC1 | 6 | 13 | -7 | -2 | 9 | 0.0 | 8 | 17
O=C(/C=C/c1ccccc1)NC(=S)Nc1ccccc1C(=O)NC1CCCCC1 | 2 | -2 | 22 | 7 | -5 | -2.9 | 12 | 20

Next part (3 carried over from the part before).
SMILES | Jurkat NFkB inh | TIM10 inh | 697 NFkB inh | tim23-1 inh | XBP1 UPR activ | UPR CHOP act | tim10-1 inh | Mdm2-MdmX inh
COc1ccc(CCNC(=O)N2c3ccccc3Sc3ccccc32)cc1 | 13 | -6 | -6 | -7 | -1 | -1.1 | 12 | 4
Clc1ccccc1N1CCN(c2ncnc3nc[nH]c23)CC1 | 6 | 13 | -7 | -2 | 9 | 0.0 | 8 | 17
O=C(/C=C/c1ccccc1)NC(=S)Nc1ccccc1C(=O)NC1CCCCC1 | 2 | -2 | 22 | 7 | -5 | -2.9 | 12 | 20
COc1ccc(S(=O)(=O)N2CCOC2CNC(=O)C(=O)NCCc2ccccc2OC)cc1 (stereo not drawn) | 3 | 2 | 8 | 18 | -2 | 1.2 | 14 | 36
C/C(=N/NC(=O)CNC(=O)COc1ccccc1)c1ccco1 | 0 | 0 | 3 | 15 | 1 | -2.5 | -3 | 0
O=C(c1ccco1)N(Cc1cccc(Br)c1)C1CCS(=O)(=O)C1 (stereo not drawn) | -6 | 1 | -9 | -3 | -2 | -1.7 | -8 | 17
C=CCN(c1ccc(OC)cc1)S(=O)(=O)c1ccc(Cl)c(C(=O)OCC(=O)NC2CC2)c1 | -9 | -14 | 1 | 3 | -3 | -1.3 | 8 | -8
CCOC(=O)CNS(=O)(=O)c1cc(-c2nn(C)c(=O)c3ccccc23)ccc1C | 4 | -4 | -37 | -5 | 3 | 0.6 | 29 | -15
COc1cccc(C(=O)CN2C3=NCCCN3c3ccccc32)c1 | 5 | -14 | -5 | -8 | -1 | 1.1 | 6 | 15
CCOC(=O)c1ccc(NS(=O)(=O)c2cc(C)ccc2OC)cc1 | 2 | 7 | -24 | 20 | 1 | -0.6 | 17 | 9
CSc1nc2c(C)c(C)c(C)c(C)c2[nH]1 | 0 | -3 | 3 | 9 | 0 | -0.4 | 7 | 3
CCC(C)(C)n1nnnc1C(c1ccc(O)c(OC)c1)N1CCN(c2nc3ccccc3s2)CC1 (stereo not drawn) | 0 | 6 | -2 | 1 | -5 | 3.4 | 1 | 25
CCN(CC)CCNC(=O)c1ccc(NC(=O)c2c(C)nn(-c3ccc(F)cc3)c2Cl)cc1 | 10 | 12 | 11 | 8 | 0 | -1.8 | -1 | 30
O=C(c1cc(-c2ccc(Cl)s2)nc2ccccc12)N1CCOCC1 | 12 | 7 | 8 | 23 | 2 | 2.0 | 23 | 8
CC(C)OP(=O)(c1ccc(N(C)C)cc1)C(O)c1ccc(Br)cc1 (stereo not drawn) | -4 | 23 | 6 | 24 | 4 | 0.4 | 25 | -3
O=C(CC(c1ccccc1)c1cc(Br)ccc1O)N1CCCC1 (stereo not drawn) | 6 | 32 | 20 | 39 | -2 | 2.2 | 17 | 24
COc1cc2[nH]c(=O)n(Cc3ccc(C(=O)NC4CCCC4)cc3)c(=O)c2cc1OC | 13 | -7 | 8 | 14 | -1 | -1.7 | -15 | 19
Cc1ccc(/C=N/NC(=O)CSc2nc3ccccc3c(=O)n2-c2ccccc2C)s1 | 4 | 8 | -11 | 16 | 3 | 5.8 | 21 | 19
CCOC(=O)C1=C(N)Oc2cc(O)ccc2C1c1cccc([N+](=O)[O-])c1 (stereo not drawn) | -15 | 38 | -61 | 44 | 4 | -0.8 | 46* | 50
C=CCn1c(SCC(C)=O)nnc1-c1ccc2ncccc2c1 | 0 | -6 | -12 | 5 | -1 | 3.5 | 10 | -7
CC(C)NC(=O)CC(=O)N/N=C\c1ccccc1C(=O)O | -15 | -1 | 20 | 11 | 0 | 0.9 | 6 | -23
Nn1c(C2COc3ccccc3O2)n[nH]c1=S (stereo not drawn) | 0 | -12 | 10 | 7 | -1 | 1.4 | 12 | 12
CCn1cc(S(=O)(=O)CC(=O)Nc2ccc3c(c2)OCO3)c2ccccc21 | 6 | -3 | -9 | 11 | 0 | 1.2 | -3 | 14
COCCOC1CCN(C(=O)c2ccc(OC)c(OC3CCN(C(C)C)CC3)c2)CC1 | 11 | 9 | -5 | 10 | 0 | 0.6 | 12 | 8
COc1ccccc1CCNS(=O)(=O)c1cc2c3c(c1)CCN3C(=O)CC2 | 12 | -2 | 10 | 5 | -3 | 0.3 | 3 | -3
